MEKK3 PB1 HTS = MEKK3-MEK5 PB1 interaction, increase or decrease. Q99759. bead-based flow cytometry, Alexa488-MEK5 binding to MEKK3; actives lie on both sides; 0 = blocked by unlabeled MEK5, 100 = vehicle. binding response (% of control), % at 10 µM. 290,000 tested, 1.4% active;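 active = binding response more than 3 SD above or below the average of its plate-row segment, actives on both sides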;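 note: Alexa488 bead fluorescence after subtracting the streptavidin-only scavenger bead signal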
PHOSPHO1 block = blocks human PHOSPHO1 phosphatase activity; Q8TCT1; recombinant PHOSPHO1, absorbance phosphatase assay; inhibition, % at 13.3 µM; 290,000 tested, 1.1% active; in the data active = inhibition above about 60%
MEKK2wt PB1 HTS = raises or lowers MEK5 binding to wildtype human MEKK2 PB1 domain. binding response (% of control), % at 10 µM. AID 1531. Q9Y2U5. bead flow cytometry, Alexa488-MEK5 binding to MEKK2 WT; actives lie on both sides. 290,000 tested, 1.1% active; in the data active = binding response below about 67% or above about 130%
GalR3 antag = human GalR3 antagonism | HEK293 GalR3-CNG cAMP membrane potential fluorescence; galR3 body fused to GalR1 C-terminus | inhibition, % at 3 µM | 360,000 tested, 0.44% active | AID 651719;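 active = inhibition above the screen-wide average plus 3 SD, cut at about 13% in these data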;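 note: forskolin and galanin both at EC90 stimulate the cells; cAMP rise reported by CNG channel membrane potential dye signal; 0% = forskolin plus galanin with DMSO and 100% = forskolin alone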
Target sequence (O60755 1-299 limits assumed): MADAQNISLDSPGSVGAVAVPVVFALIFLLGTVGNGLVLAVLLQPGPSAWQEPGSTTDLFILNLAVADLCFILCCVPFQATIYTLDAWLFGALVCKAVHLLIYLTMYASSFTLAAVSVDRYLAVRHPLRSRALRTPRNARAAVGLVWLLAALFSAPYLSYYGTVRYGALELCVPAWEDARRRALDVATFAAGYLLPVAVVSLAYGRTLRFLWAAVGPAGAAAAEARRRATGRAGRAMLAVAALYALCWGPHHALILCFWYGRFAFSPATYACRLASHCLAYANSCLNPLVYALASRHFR
MEKK2mut PB1 HTS = signal of MEK5 binding to mutant human MEKK2 PB1 domain; bead flow cytometry, Alexa488-MEK5 binding to MEKK2 mutant; 290,000 tested, 0.35% active; percent response, % at 10 µM; in the data active = percent response above about 24%, passing the limit was not always enough; note: inactives centre near 1; some results filed as inactive read as strong as hits; reference of the scale not given here
NALP1 yeast inh = inhibitors of NALP1 inflammasome in yeast | S. cerevisiae NALP1/ASC/caspase-1 growth, X-gal OD620, 72 h | inhibition, % at 10 µM | 280,000 tested, 0.61% active | AID 2071; in the data active = inhibition mostly above about 24%, no sharp cut-off; inactive = mostly below about 32%; note: some compounds called inactive have numbers as strong as hits
GPR7 antagonist = blocks human GPR7 receptor signaling; GPR7-expressing cells, fluorescence antagonist assay; P48145; AID 1861; inhibition, % at 4.4 µM; 290,000 tested, 1.1% active; in the data active = inhibition above about 16%, passing the limit was not always enough;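 note: cells stimulated with the agonist NPW; 0% = agonist with vehicle and 100% = vehicle without agonist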
Target sequence (P48145 whole entry, looked up): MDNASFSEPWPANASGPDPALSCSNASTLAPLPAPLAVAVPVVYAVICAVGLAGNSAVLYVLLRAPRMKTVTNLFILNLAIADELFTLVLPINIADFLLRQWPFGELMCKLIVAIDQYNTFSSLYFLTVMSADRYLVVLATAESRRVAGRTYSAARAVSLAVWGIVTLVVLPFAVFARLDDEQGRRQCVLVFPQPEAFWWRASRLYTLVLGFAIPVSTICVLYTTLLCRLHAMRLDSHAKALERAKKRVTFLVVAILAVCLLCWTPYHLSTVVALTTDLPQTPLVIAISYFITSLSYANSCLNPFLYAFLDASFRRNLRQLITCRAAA
OXTR agonist = agonists of human oxytocin receptor. P30559. CHO-OTR cells, Fluo-8 calcium fluorescence; normalized: DMSO 0%, oxytocin 100%. activation, % at 3 µM. 320,000 tested, 0.32% active. AID 2435;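 active = activation above the mean of all tested compounds plus 3 SD, cutoff set per screening run, cut at about 20% in these data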;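 note: peak over basal fluorescence ratio from a 100 s FLIPR kinetic read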
Target sequence (P30559 whole entry, looked up): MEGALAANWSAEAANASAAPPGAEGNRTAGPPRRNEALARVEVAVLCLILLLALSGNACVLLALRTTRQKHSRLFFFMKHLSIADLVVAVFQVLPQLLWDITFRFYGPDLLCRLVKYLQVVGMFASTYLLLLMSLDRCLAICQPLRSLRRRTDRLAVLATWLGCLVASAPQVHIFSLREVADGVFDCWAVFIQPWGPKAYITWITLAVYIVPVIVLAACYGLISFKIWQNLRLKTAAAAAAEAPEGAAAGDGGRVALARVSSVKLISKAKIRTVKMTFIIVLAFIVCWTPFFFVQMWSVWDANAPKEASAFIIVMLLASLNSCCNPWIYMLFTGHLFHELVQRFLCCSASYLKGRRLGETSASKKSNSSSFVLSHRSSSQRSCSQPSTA
V1R ag counter = V1a receptor agonism, counter-screen for OXTR agonists; activation, % at 3 µM; 320,000 tested, 0.25% active; CHO-V1R cells, Fluo-8 calcium fluorescence, agonist mode; 0% DMSO, 100% 3 nM vasopressin; P37288;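 active = activation above the mean activation of all tested compounds plus 3 SD, per screening run, cut at about 20% in these data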;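 note: signal is peak over basal fluorescence ratio across a 100 second FLIPR read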
Starred values were filed as active, the others as inactive; x = not tested or not shown.

structure	MEKK3 PB1 HTS	PHOSPHO1 block	MEKK2wt PB1 HTS	GalR3 antag	MEKK2mut PB1 HTS	NALP1 yeast inh	GPR7 antagonist	OXTR agonist	V1R ag counter
CCOc1ccc(/C=N/OCC(=O)NCc2ccc3c(c2)OCO3)cc1OC	100	-2	106	-2	-3	24	-2	6.2	5.8
COCCNC(=O)c1cn(C)c2ccc(S(=O)(=O)N3CCCC3)cc2c1=O	99	26	102	-3	0	31	-6	1.0	0.7
O=C(COC(=O)/C=C/c1ccc2c(c1)OCO2)NC1CC1	94	2	97	-7	-3	20	-7	-0.3	0.4
CCOC(=O)c1cc(C(=O)OCC)c(=O)[nH]c1N1CCCCC1	96	36	99	-4	-4	1	-7	-1.6	0.5
Cc1ccc(S(=O)(=O)c2nc(C)oc2NCc2ccccc2)cc1	99	-10	95	x	-1	46	-7	0.7	0.1
CCC(C(=O)NCCN1CCN(C)CC1)n1c(C)c2cnn(-c3ccccc3)c(=O)c2c1C (configuration not stated)	96	2	102	4	1	17	-8	0.1	1.2
O=C1CSC(c2cccc([N+](=O)[O-])c2)N1C1CC2CCC1C2 (configuration not stated)	82	32	88	6	-20	x	-20	-1.3	-0.7
Cc1cc(C)c2c(N)c(C(=O)N/N=C/c3cccs3)sc2n1	84	37	93	-1	-17	x	-7	-3.0	-1.5
O=C(Nc1ccnc(-c2ccncc2)n1)C1CC1	102	13	96	-3	-4	20	-12	1.7	-0.2
COc1ccc(N2CCN(CCCNC(=O)C(=O)c3c(C)[nH]c4ccccc34)CC2)cc1	98	54	122	-8	5	24	-11	-0.9	0.1
Nc1ccc(S(=O)(=O)NC2(C(F)(F)F)NC(=O)N(c3ccccc3Cl)C2=O)cc1 (configuration not stated)	99	0	97	0	-1	31	-3	-0.1	0.2
COC(=O)Cn1nc(-c2ccccc2)c2cc(Cl)ccc21	107	21	104	-8	12	6	-11	-1.0	-0.6
CN(C)S(=O)(=O)c1cccc(C(=O)N2CCN(Cc3ccccc3)CC2)c1	97	-4	95	-5	-4	2	3	0.6	0.7
CC(=O)Nc1ccc(S(=O)(=O)Nc2nc3ccccc3nc2-n2ccc(=NC(=O)c3ccccc3)cc2)cc1	112	27	105	-3	13	x	2	-1.0	-0.2
COC(=O)c1sccc1NC(=O)c1sccc1C	112	-1	96	-3	4	9	-9	-1.4	-0.9
O=C(CNC(=O)c1ccco1)NCC(=O)OCc1ccc(C(=O)Oc2ccc(Cl)cc2)cc1	103	11	103	-3	4	6	-4	14	8.9
Cc1cc(NC(=O)CCCN2C(=O)/C(=C\c3cccs3)SC2=S)no1	99	-4	96	-10	7	26	-1	-1.0	-0.9
CCOC(=O)c1ccc(Nc2c(CC)c(C)nc3ncnn23)cc1	89	10	93	-5	1	9	2	-0.2	0.0
N#CCc1c(C#N)c(N)nc(N2CCN(S(=O)(=O)c3ccccc3F)CC2)c1C#N	99	18	98	-6	1	13	-11	3.8	2.5
Cc1[nH]c2ccccc2c1C(=O)NS(=O)(=O)Nc1ccccc1	103	47	93	7	-8	3	9	1.2	1.4
CCNc1nc(NC(C)C)nc(NS(=O)(=O)c2ccc(Cl)cc2)n1	102	11	100	-3	2	-7	-1	-0.4	-0.5
COC(=O)c1cccc(C23CC4(C2)[C@H](CN(Cc2cccnc2)[C@@H]4c2ccccc2)C3c2ccc(Cl)nc2)c1 (some centres not stated)	96	22	100	-3	-6	x	x	-1.3	-0.3
COc1ccc(-n2c(Cc3cccn3C)nnc2SCC(=O)Nc2cccc(C)c2C)cc1	95	-17	93	1	0	15	-14	-0.3	-0.4
Cc1cccc(N2CCN(C(=O)CN(C)S(=O)(=O)c3ccc4c(c3)CCC(=O)N4)CC2)c1C	103	-5	104	1	5	18	-9	4.0	9.6
Cc1nn(-c2ccccc2)c2nc(N)c(C#N)c(-c3ccc(O)c(O)c3)c12	107	-16	104	-2	5	2	-4	4.2	5.4
COc1ccc(C(=O)NC2CC2)cc1OC1CCN(Cc2cc(C)cc(C)c2)CC1	103	41	108	-3	1	24	-4	-0.1	0.7
COc1ccccc1/C=N/NC(=O)c1nnn(-c2nonc2N)c1-c1cccs1	99	-8	96	x	-2	37*	3	0.3	3.0
CCOc1ccccc1CN1CCNC(=O)C1CC(=O)N(C)C1CCOCC1 (configuration not stated)	100	60	102	-6	4	-1	-13	-0.1	0.4
N#CC1=C(N)Oc2cc(Nc3ccccc3)ccc2C1c1ccncc1 (configuration not stated)	99	29	103	-3	-2	-6	0	2.0	0.6
COc1ccc(-n2cc(-c3ccccc3)[n+]3c2CCCCC3)cc1	94	6	99	0	-3	-8	5	0.2	-0.8
O=C(Cc1c(F)cccc1Cl)NNC(=O)Nc1ccc2c(c1)OCO2	102	29	101	-2	3	-9	-11	-1.3	-0.9
O=C(Nc1nnc(C2CC2)s1)c1cc([N+](=O)[O-])ccc1N1CCCCC1	97	-2	96	-5	-2	24	-2	-2.4	-0.9
NC(=O)CSc1nc2cccnc2n1-c1ccc(F)cc1	106	-1	110	-9	8	10	-13	x	x
Cc1ccsc1/C=C1\SC(N)=NC1=O	x	19	x	6	x	-11	7	-0.6	-0.4
O=C(N/N=C/c1ccccn1)c1ccc(Cl)c(Cl)c1	101	19	102	-4	2	13	-3	1.0	2.0
Cc1ccc(-n2c(SCc3nc4ccccc4c(=O)[nH]3)nnc2-c2ccccc2O)cc1	118	-18	107	-3	0	17	-7	-1.8	-0.5
COc1cc(NC(=O)c2ccccc2[N+](=O)[O-])c(C(=O)O)cc1OC	101	8	114	-2	11	22	-6	0.4	-0.1
CC(=O)NC1(C(F)(F)F)C(=O)Nc2c1c(=O)[nH]c(=O)n2Cc1ccco1 (configuration not stated)	103	12	103	5	5	22	-10	-0.3	0.2
OCC(O)C(O)C(O)C(O)c1nc2ccccc2[nH]1 (configuration not stated)	102	15	102	-5	1	25*	-1	0.8	0.8
O=C(NCCCO)C(=O)NCC1OCCCN1S(=O)(=O)c1cccs1 (configuration not stated)	100	56	107	-1	8	7	-13	0.0	0.9
Cc1cc(O)c(Oc2cc(C)cc(O)c2O)c(O)c1	99	40	99	0	1	-7	-12	1.5	0.1
CC(NC(=O)c1ccc2c(c1)OCO2)C1CCCO1 (configuration not stated)	107	5	110	-2	7	3	2	-0.5	-0.3
O=C(c1ccccc1)N1CCN(C(=O)c2ccc([N+](=O)[O-])cc2)CC1	103	-7	108	5	21	5	-9	-0.3	-0.3
OCCC1CN(Cc2cccc3nccnc23)CCN1C1CCCC1 (configuration not stated)	71	-6	73	0	-15	-16	4	0.2	0.4
CCOC(=O)c1cc(CC)sc1NC(=O)C(c1ccccc1)c1ccccc1	104	-2	101	0	3	-1	-16	-0.3	0.3
Cc1cccc(-n2c(-c3ccccc3)c[nH]c2=S)c1C	98	-85	101	-7	0	-23	-10	-0.8	-1.2
COc1ccc(OC)c(S(=O)(=O)N2CCN(Cc3ccccc3)CC2)c1	104	34	101	-13	-1	11	0	-1.2	-0.1
COc1ccc(NC(=O)C(CCCCNC(=O)OC(C)(C)C)NC(=O)OCc2ccccc2)cc1 (configuration not stated)	92	-7	97	-2	1	2	-2	-2.0	-0.3
O=C(N/N=C/C=C/c1ccccc1)c1ccc(Br)cc1	94	17	93	-1	-1	18	0	-0.9	0.3
C#CCOCCOCCOCCNc1nc(N2CCN(C(=O)[C@H]([C@@H](C)CC)n3cc(CCCN=C(N)N)nn3)CC2)nc(N2CCN(C(=O)[C@H](Cc3ccc(O)cc3)n3cc(CCO)nn3)CC2)n1	78	-14	89	-1	8	21	1	0.2	0.6

The list continues:
structure	MEKK3 PB1 HTS	PHOSPHO1 block	MEKK2wt PB1 HTS	GalR3 antag	MEKK2mut PB1 HTS	NALP1 yeast inh	GPR7 antagonist	OXTR agonist	V1R ag counter
Cc1ccc(CNC(=O)C2CCN(S(=O)(=O)c3cccs3)CC2)o1	105	-14	103	-7	3	-62	-12	0.5	-0.2
O=C(CN1C(=O)S/C(=C\c2ccccc2)C1=O)NCCCn1ccnc1	102	37	105	2	2	-25	0	-0.2	0.6
CCC(=O)N1CCc2cc(S(=O)(=O)CCC(=O)Nc3ccc(OC)c(OC)c3)ccc21	88	3	88	3	-11	-2	-14	0.1	-0.7
CC1CCc2nc(NC(=O)CN3CCN(c4ccccc4)CC3)sc2C1 (configuration not stated)	101	15	103	-2	5	12	-11	-0.1	0.2
COc1ccc(-c2nn(C)c(=O)c3ccccc23)cc1CNC(=O)NC1CCCCC1	100	20	96	x	-1	6	9	-1.5	3.7
CCOC(=O)N1CCN(C(=O)c2ccc(C#CC3(O)CCCCC3)cc2)CC1	x	23	x	7	x	3	-16	0.4	0.5
O=C(CN1CCN(C(=S)NC2CCCC2)CC1)Nc1ccc(Oc2ccccc2)cc1	98	-10	84	0	2	23	22*	8.9	7.5
Cc1ccc(C(=O)NCC(=O)OCC(=O)Nc2ccccc2[N+](=O)[O-])cc1	95	-4	96	-7	-2	26	-5	-1.7	-0.5
CC(=O)Nc1ccc(C(=O)NNC(=O)c2cccs2)cc1	85	0	85	-2	-3	15	2	-0.4	1.2
CNc1nccc(-c2ccc(F)cc2)c1C#N	89	11	84	-7	-12	10	20	-1.2	0.4
CCc1cc(Br)ccc1NC(=S)NCCc1ccccc1	96	23	94	-2	-7	12	-7	x	x
CCn1c(COc2ccccc2)nnc1SCC(=O)Nc1cc(OC)ccc1OC	100	56	93	-6	0	9	-9	0.9	1.2
CN(C(=O)COC(=O)COc1ccc(Cl)cc1)C1CCCCC1	101	-22	102	-2	2	-1	-1	5.6	6.2
CCCn1c(SCC(=O)Nc2nnc(-c3ccccc3)s2)nnc1-c1ccccn1	106	34	108	-5	7	-3	-3	-0.9	3.7
COc1cc(CNCc2ccco2)cc(OC)c1O	105	-2	110	-8	3	1	-17	-0.1	0.2
COc1ccc(C(NC(C)=O)c2cc(Cl)c3cccnc3c2O)cc1 (configuration not stated)	106	39	110	-13	4	-14	2	1.2	2.2
COc1cc(NC(=O)Cn2cnc3sc(C)c(S(=O)(=O)N4CCOCC4)c3c2=O)cc(OC)c1OC	97	-4	98	-10	-4	-5	-12	-0.3	0.7
N#Cc1c2n(c(=S)n(-c3ccccn3)c1=O)CCCCC2	105	6	101	-1	0	x	-14	0.7	0.7
COCC(C)n1c(C)cc(C(=O)CN2C(=O)NC3(CCCCC3C)C2=O)c1C (configuration not stated)	103	-13	106	-1	10	-6	-7	0.8	1.2
O=C(COC(=O)C1CCN(S(=O)(=O)c2cc([N+](=O)[O-])ccc2Cl)CC1)Nc1ncc(Cl)cc1Cl	99	-71	103	-5	-1	6	13	-0.4	-0.4
CC(C)Cn1c(-c2csc3ccccc23)n[nH]c1=S	x	106*	x	-5	x	-31	-1	-1.3	-0.9
Cc1nc2nc(C)c(CCC(=O)NCCC3=CCCCC3)c(C)n2n1	102	8	102	-4	4	-3	-14	0.8	0.2
COc1ccc(CNC(=O)C2CCN(C(=O)c3sccc3-n3cccc3)CC2)cc1	101	-24	103	-2	6	-4	-5	-1.1	-0.3
CCCc1cc(=O)oc2c(C)c(OC(C)C(=O)NCc3ccccn3)ccc12 (configuration not stated)	97	-60	97	-7	-4	15	6	2.5	5.7
CC(=O)NCC(=O)OCC(=O)c1ccc(C)cc1	90	-16	88	2	-9	12	-7	0.7	-0.3
